Screens deposited in PubChem BioAssay by several laboratories.
HPDE-C7 viability: HPDE-C7 pancreatic duct cell viability loss – fluorescence, HTS (AID 430); HPDE-C7 pancreatic duct cells viability, fluorescence; higher % means a stronger effect; cytotoxicity, % at 10 µM, or EC50 in µM where a hit was titrated; 63,000 tested, 1.8% active;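 further: cells exposed to compound for 48 hours before viability readout; 0% = vehicle and 100% = reference cytotoxic drug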
HT1080 cytotoxicity: HT1080 cell viability loss – fluorescence readout (AID 620) | cytotoxicity, % at 10 µM; hits with a dose series show EC50 in µM | 87,000 tested, 0.42% active | HT1080 viability, fluorescence; higher % means a stronger effect;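 further: cells exposed to compound overnight then 4 h with Alamar Blue; 0% = vehicle DMSO and 100% = killing control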
Bfl-1 inhibitors: displacement of Bid BH3 peptide from Bfl-1 – biochemical, fluorescence polarization, FITC-Bid, mouse, primary screen (AID 432). FITC-Bid BH3 peptide fluorescence polarization displacement; higher % means a stronger effect. 64,000 tested, 0.02% active. displacement, % at 20 µM, or IC50 in µM where a hit was titrated; in the data active means a potency from the dose series; inactive means the rest, 99 in 100 with displacement below about 15%; further: strong numbers were not always called active
TNAP inhibition: human TNAP enzyme inhibitors, biochemical, luminescent (AID 518); purified TNAP enzyme, luminescent substrate readout; higher % means a stronger effect; 64,000 tested, 0.09% active; inhibition, % at 20 µM; hits with a dose series show IC50 in µM; in the data active means a potency from the dose series; inactive means the rest, 99 in 100 with inhibition below about 22%;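 further: plate controls were vehicle for no effect and reference inhibitor for full effect; many of its hits are not listed in these tables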
Spn MK inh: blocks S. pneumoniae mevalonate kinase; inhibition, % at 10 µM; AID 555; purified MK, PK/LDH-coupled NADH absorbance 340 nm; 65,000 tested, 0.48% active;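 active means ranked among the strongest by inhibition in the single 10 µM screen, a fixed top-ranked set picked for dose follow-up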; further: no value below 0 was filed
Spn DPM-DC inh: inhibitors of Streptococcus pneumoniae diphosphomevalonate decarboxylase; AID 556; purified DPM-DC, PK/LDH coupled NADH fluorescence; calls only at 10 µM; 65,000 tested, 0.49% active;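 active means the 320 compounds with the highest percent inhibition in the single-dose primary screen, excluding strongly autofluorescent ones, cut at about 32% in these data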;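 further: kinetic rate of NADH fluorescence loss reporting ADP formed by the decarboxylase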
LYP inhibition: inhibition of human PTPN22 tyrosine phosphatase – biochemical, DiFMUP fluorescence, recombinant catalytic domain, 10 µM, primary screen (AID 606); 52,000 tested, under 10 active; one-dose inhibition, % at 10 µM; IC50 in µM for titrated hits; recombinant LYP catalytic domain, DiFMUP fluorescence; higher % means a stronger effect;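 active means IC50 under 40 µM in the dose-response test; inactive means IC50 of 40 µM or more, or never dose-tested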
KRASV12 cytotoxicity: cytotoxicity in KRAS-transformed pancreatic duct cells, primary screen, cell-based, fluorescence, HTS (AID 431); 63,000 tested, 1.7% active; HPDE-C7K KRASV12 cells, Alamar Blue viability, 48 h; higher % means a stronger effect; cytotoxicity, % at 10 µM; hits with a dose series show EC50 in µM;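 active means compounds whose percent cytotoxicity in the single-dose primary screen, scaled between solvent and toxic-drug controls, exceeds 50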;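 further: 0% = DMSO solvent wells and 100% = doxorubicin-treated wells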
Spn PMK inh: S. pneumoniae PMK inhibition; purified PMK, PK/LDH-coupled NADH absorbance 340 nm; inhibition, % at 10 µM; 65,000 tested, 0.49% active;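 active means top-ranked compounds by inhibition in the single 10 µM screen, taking a fixed number of the strongest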;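 further: 0% = full reaction with DMSO carrier and 100% = background rate without enzyme reaction; no value below 0 was filed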
Spn PMK inh pilot replicates: second read-out of Spn PMK inh, no call of its own (marks repeat the call); inhibition, %; measured here: pilot screen replicates
Spn MK inh pilot replicates: recorded beside Spn MK inh, whose call it bears; inhibition, %; measured here: pilot screen replicates
Spn DPM-DC inh pilot screen %: also measured in Spn DPM-DC inh; calls as there; inhibition, %; measured here: pilot screen trials
Starred values were filed as active, the others as inactive; i = inactive; / = no result given; + = active, no number. Unless noted, no stated cut-off is given here; in the data, active means cytotoxicity above about 50%; inactive means the rest.

SMILES	HPDE-C7 viability	HT1080 cytotoxicity	Bfl-1 inhibitors	TNAP inhibition	Spn MK inh	Spn DPM-DC inh	LYP inhibition	KRASV12 cytotoxicity	Spn PMK inh	others
O=C(Nc1cc(C(F)(F)F)ccc1N1CCOCC1)c1ccco1	1%	-3%	0%	12%	4	i	14%	-2%	0
Nc1nc(N)c2sc3nc4c(cc3c2n1)CCC4	17%	-11%	-2%	5%	4	+	2%	-2%	0
COc1cc(C2=NOC(C(=O)Nc3ccc(C(C)=O)cc3)C2)cc(OC)c1OC (centres undefined)	-18%	-1%	0%	11%	0	i	10%	-16%	0
Cc1nc2nc(-c3cccnc3)nn2c(C)c1Cl	-1%	-1%	-2%	7%	8	i	14%	3%	9	Spn PMK inh pilot replicates=1.5;Spn MK inh pilot replicates=0.0;Spn DPM-DC inh pilot screen %=1.5
O=C(CN1C(=O)CNC1=O)Nc1cccc(C(F)(F)F)c1	-16%	5%	-3%	-4%	9	i	11%	-14%	0
CCc1nc(N)c(C#N)c(-c2ccc(OC)c(OC)c2)c1C	-1%	13%	-12%	12%	1	i	13%	-1%	0	Spn PMK inh pilot replicates=4.5;Spn MK inh pilot replicates=0.0;Spn DPM-DC inh pilot screen %=5.5
O=C(CCN1CCc2ccccc2CC1)c1ccc2c(c1)OCCO2	13µM*	/	0%	11%	0	i	0%	11µM*	8
CC(C)Oc1cc2oc(=O)c3c(c2cc1Cl)CCC3	3%	1%	3%	8%	7	i	7%	-6%	11	Spn PMK inh pilot replicates=0.0;Spn MK inh pilot replicates=0.0;Spn DPM-DC inh pilot screen %=15
CCN(CC(=O)NC1CCCC1)S(=O)(=O)c1ccc(C)cc1	-14%	7%	-11%	4%	1	i	2%	-8%	0
O=C(Nc1cccc(F)c1)c1c(F)c(F)c(F)c(F)c1F	-3%	-14%	-3%	8%	9	i	3%	2%	0
Cc1ccc(C(=O)NC2CCS(=O)(=O)C2)cc1S(=O)(=O)N1CCCCC1 (centres undefined)	8%	4%	-5%	6%	8	i	/	5%	10
CCC(=NC1CC(C)(C)NC(C)(C)C1)C1=C(O)CC(C)(C)CC1=O	1%	-3%	3%	6%	0	i	/	4%	3
O=C(CSc1nc2ccccc2[nH]1)NCc1ccco1	1%	4%	-3%	10%	19	i	6%	3%	2
CC(C)Cc1ccc(S(=O)(=O)N2CCN(C(=O)c3ccco3)CC2)cc1	8%	4%	2%	5%	9	i	-1%	-4%	10
Cc1ccc(-n2c3c(cc(C(=O)Nc4cccc(C)n4)c2=O)C(=O)CCC3)cc1	-28%	-18%	-15%	2%	5	i	-4%	-27%	0
Cc1nn2c(c1-c1ccccc1)N=C(c1ccco1)CC2c1ccccc1 (centres undefined)	14%	3%	-3%	13%	4	i	1%	16%	7
CC(C)(C)n1nnnc1C(c1ccncc1)N1CCCCCC1 (centres undefined)	4%	22%	3%	8%	5	i	-1%	2%	6
COc1ccc(C)cc1-n1c(-c2ccncc2)n[nH]c1=S	-15%	-4%	-1%	7%	11	i	-1%	-18%	10
Cn1nnnc1SCc1nc2ccccc2s1	4%	16%	-6%	5%	8	i	/	-5%	11
Cc1nnc(SCC(=O)N(C)Cc2ccccc2)[nH]c1=O	7%	-3%	-3%	4%	9	i	-5%	0%	21
Nc1nc2sc3c(c2c(=O)s1)CCCC3	-23%	11%	3%	16%	12	i	15%	-12%	10	Spn PMK inh pilot replicates=0.5;Spn MK inh pilot replicates=0.0;Spn DPM-DC inh pilot screen %=3.0
CCOC(=O)Cc1csc(NC(=O)c2c(-c3c(F)cccc3Cl)noc2C)n1	-9%	4%	-1%	8%	9	i	0%	-8%	3
COc1ccc(-n2nnnc2S(=O)(=O)Cc2ccc(C(=O)O)cc2)cc1	5%	11%	2%	5%	17	i	12%	3%	6
Cc1c(C2(O)C(=O)Nc3ccc(F)cc32)c(=O)n(-c2ccccc2)n1C (centres undefined)	-7%	4%	-6%	5%	11	i	1%	-15%	8
Cc1ccccc1OCC(=O)Nc1ccccc1N1CCCCC1	-17%	-3%	0%	5%	4	i	-22%	-15%	6

Sorted by formula weight (rising): some entries from above
SMILES	HPDE-C7 viability	HT1080 cytotoxicity	Bfl-1 inhibitors	TNAP inhibition	Spn MK inh	Spn DPM-DC inh	LYP inhibition	KRASV12 cytotoxicity	Spn PMK inh	others
CCN(CC(=O)NC1CCCC1)S(=O)(=O)c1ccc(C)cc1	-14%	7%	-11%	4%	1	i	2%	-8%	0
O=C(Nc1cc(C(F)(F)F)ccc1N1CCOCC1)c1ccco1	1%	-3%	0%	12%	4	i	14%	-2%	0
CCOC(=O)Cc1csc(NC(=O)c2c(-c3c(F)cccc3Cl)noc2C)n1	-9%	4%	-1%	8%	9	i	0%	-8%	3

Returning to the listing; the 4 compounds before the break are reprinted first.
SMILES	HPDE-C7 viability	HT1080 cytotoxicity	Bfl-1 inhibitors	TNAP inhibition	Spn MK inh	Spn DPM-DC inh	LYP inhibition	KRASV12 cytotoxicity	Spn PMK inh	others
CCOC(=O)Cc1csc(NC(=O)c2c(-c3c(F)cccc3Cl)noc2C)n1	-9%	4%	-1%	8%	9	i	0%	-8%	3
COc1ccc(-n2nnnc2S(=O)(=O)Cc2ccc(C(=O)O)cc2)cc1	5%	11%	2%	5%	17	i	12%	3%	6
Cc1c(C2(O)C(=O)Nc3ccc(F)cc32)c(=O)n(-c2ccccc2)n1C (centres undefined)	-7%	4%	-6%	5%	11	i	1%	-15%	8
Cc1ccccc1OCC(=O)Nc1ccccc1N1CCCCC1	-17%	-3%	0%	5%	4	i	-22%	-15%	6
Oc1c(CN2CCCCC2)cc(COCc2ccccc2)c2cccnc12	-11%	28µM*	0%	-20%	0	i	0%	2%	14
O=S(=O)(c1ccc(Cl)c(F)c1)N1CCC(c2nc(-c3ccncc3)no2)CC1	8%	5%	4%	6%	0	i	/	16%	4
Cc1cc2ncn(C(=O)N3CCCCC3)c2cc1C	1%	4%	-3%	6%	12	i	/	-2%	6
CC(=O)Nc1ccc(S(=O)(=O)NCCc2cc3c(C)ccc(C)c3[nH]c2=O)cc1	-18%	4%	3%	-4%	5	i	-1%	-14%	8
Cc1cccc(C)c1NS(=O)(=O)c1c(C)[nH]c(=O)[nH]c1=O	-18%	-4%	-5%	-1%	0	i	11%	-27%	6
CC(C)CC(=O)NC1(C(F)(F)F)C(=O)Nc2c1c(=O)n(C)c(=O)n2C (centres undefined)	-5%	-1%	-4%	2%	0	i	2%	-1%	2
Cc1c(C(=O)NCC2CCCO2)oc2ccc(S(=O)(=O)N3CCCCC3)cc12 (centres undefined)	0%	-3%	3%	6%	5	i	-1%	-2%	8
CCSc1ncnc2c1oc1ccccc12	-25%	-22%	-1%	11%	7	i	/	-29%	10
Cn1c(C(=O)NCCN2CCCCCC2)cc2c(=O)n(C)c3ccccc3c21	-1%	5%	3%	4%	2	i	/	-5%	8
COc1ccc(C(c2nnnn2CCc2ccccc2)N2CCN(C3CCCC3)CC2)cc1OC (centres undefined)	6%	3%	3%	8%	8	i	3%	11%	11
O=C1C(C=NCC2CCCO2)=C(O)c2ccccc21 (centres undefined)	-6%	-4%	0%	4%	9	i	-4%	2%	0
Cc1nc(C)c(C(=O)C2=C(O)C(=O)N(CCN(C)C)C2c2cccs2)s1 (centres undefined)	-6%	8%	-2%	5%	10	i	3%	-3%	9
C/C=C(/C(=C/C)c1ccc(O)cc1)c1ccc(O)cc1	106%*	-15%	4%	18%	2	i	13%	111%*	4	Spn PMK inh pilot replicates=3.0;Spn MK inh pilot replicates=0.0;Spn DPM-DC inh pilot screen %=2.0
N#CC(C(=O)OCc1ccccc1)c1nc2ccccc2nc1N1CCOCC1 (centres undefined)	/	-3%	-8%	18%	16	i	-3%	/	13
CCC(=O)N(Cc1cc2cc(OC)ccc2[nH]c1=O)c1ccc(C)cc1C	1%	2%	-8%	3%	6	i	/	-1%	15
Cc1nc2ccccc2c(=O)n1NC(=O)C1CCCCC1	-8%	-2%	-4%	7%	6	i	5%	3%	10
CC(C)CCNC(=O)C1CCN(C(=O)N(C)C)CC1	-3%	0%	-6%	12%	0	i	-5%	-3%	22	Spn PMK inh pilot replicates=0.0;Spn MK inh pilot replicates=0.5;Spn DPM-DC inh pilot screen %=1.0
O=C(O)C1CC(=O)N(Cc2ccc3c(c2)OCO3)C1 (centres undefined)	-7%	3%	6%	-2%	5	i	/	-4%	0
CCCS(=O)(=O)N1CCCC(c2nc(-c3cccc(OC)c3)no2)C1 (centres undefined)	4%	-30%	-6%	11%	0	i	8%	-10%	13
NS(=O)(=O)c1ccc(CCNC(=O)Nc2ccc(Cl)cc2)cc1	3%	22%	3%	19%	9	i	3%	17%	0
CCOC(=O)C1CCCN(CC(=O)NC2CC2)C1 (centres undefined)	2%	0%	4%	7%	29	i	/	-14%	15	Spn PMK inh pilot replicates=3.5;Spn MK inh pilot replicates=0.5;Spn DPM-DC inh pilot screen %=0.0
O=C(COC(=O)c1ccco1)NC1CCCCC1	5%	-2%	0%	2%	0	i	14%	1%	25*
CCCn1nnnc1SCC(=O)N1CCOCC1	-12%	-12%	-5%	12%	0	i	4%	-19%	11
O=C(Cn1cc(C(=O)C2CC2)c2ccccc21)NCC1CCCO1 (centres undefined)	/	-3%	-6%	0%	11	i	7%	/	11
COCCCN1C(=O)c2[nH]nc(-c3cc(C)cc(C)c3O)c2C1c1ccc(O)c(OC)c1 (centres undefined)	-2%	-21%	-6%	-1%	9	i	/	12%	20
CCC(=O)N1CCN(c2ccc(NC(=O)c3ccc4c(c3)OCO4)cc2)CC1	-6%	-4%	2%	9%	1	i	/	-3%	18
COc1cc2ccccc2cc1C(=O)Nc1cccnc1	0%	4%	0%	15%	0	i	6%	-8%	0
